IL-2 act – activates IL-2 in a cell-based reporter assay | activation, % (series mostly up to about 46 µM) | IL-2 activation reporter assay, cell-based qHTS; stimulated with anti-CD3/CD4/CD28 beads; in transgenic mouse T cells | 360,000 compounds, 0.065% hits; in the data active = activation above about 50%; inconclusive = mostly about 30% to 49%; note: 0% is about no effect
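Unstimulated transgenic mouse T cells; 60-min compound exposure; bead-based TCR/CD4/CD28 stimulation; 18 h culture, 37 degrees C; dual fluorescence (EGFP, DsRed) plate cytometry.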
PTHR1 ag – PTHR1 (human) receptor agonism | HEK293 GP2 PTHR1 cells, GloSensor cAMP luminescence, 1 h | Potency, µM (series often up to 115 µM), inactives show top-dose activation, usual class: activators | 410,000 compounds, 0.075% hits | AID 743266; note: potency is the fitted concentration of half-maximal effect; nearly all actives have a fitted effect of over 55% in size; some results filed as inactive show a strong effect at the top dose; inactives centre near -15; many of its hits are not listed in these tables
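HEK-293-derived GP2 cells expressing PTHR1 and a GloSensor cAMP reporter, 3,000/well, plated overnight, given luciferin plus IBMX (each 0.5 mM as added) for 1 h at 37 °C, then compound for 1 h at 37 °C. Luminescence was read after 15 min at room temperature.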
PI5P4Ka inh – inhibitors of human PI5P4K alpha | P48426 | PI5P4Kalpha enzyme, ADP-Glo luminescence, 60 min; hits give low values | max response, % | 330,000 compounds, 1.2% hits | AID 652105; active = max response of -50% or lower; inconclusive = between -30% and -50%; inactive = -30% or higher; note: value at the top dose of about 77 µM; % is set by controls: 0 for no effect and ±100 for the full control effect
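ADP-Glo luminescence end-point after a 60 min room-temperature kinase reaction. PI5P4Kalpha and substrate in HEPES pH 7.4 buffer with EGTA, 0.1% CHAPS and 5% DMSO; ATP at 5 microM final.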
GLP1R cytotox – cytotoxic in the GLP-1 receptor inverse agonist counter-screen | HEK293 cAMP-luciferase reporter cells, luminescence, 24 h | Potency, µM (top dose mostly 38.3 µM), for inactives: at the highest dose activity change, negative = inhibition, hits mostly inhibitors | 410,000 compounds, 0.13% hits;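 note: loss of luciferase light is scored as toxicity; potency is the fitted concentration of half-maximal effect; % is set by controls: 0 for no effect and ±100 for the full control effect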
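Compound-treated cells are incubated 24 hr at 37 deg C under 5% CO2 after a 12 hour attachment period, then luciferase detection reagent is added and luminescence is measured following 12 min at room temperature; lowered signal indicates toxicity.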
PLK1 PBD block – blocks phosphopeptide binding to human PLK1 polo-box domain; Plk1 PBD binding of FITC phosphopeptide, fluorescence polarization; Potency, µM, for the others: max response, negative = inhibition, actives largely listed as inhibitors; 360,000 compounds, 2.8% hits; AID 720504; note: potency is the fitted concentration of half-maximal effect; series mostly up to about 57 µM; % is set by controls: 0 for no effect and ±100 for the full control effect; nearly all actives have a fitted effect of over 65% in size
GLP-1R inv ag – acts as inverse agonist at human GLP-1 receptor; P43220; 410,000 compounds, 1.6% hits; AID 624417; Potency, µM (top dose mostly 38.3 µM), for inactives: at the top dose activity change, negative = inhibition, hits mostly inhibitors; HEK293 GLP-1R CRE-luciferase, luminescence, 24 h; GLP-1R form is constitutively active; note: potency is the fitted concentration of half-maximal effect; % is set by controls: 0 for no effect and ±100 for the full control effect; nearly all actives have a fitted effect of over 55% in size
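Seeding at 200 cells/uL, 12 h culture, 24 hr compound treatment, then luciferase reagent and a luminescence read; cells are HEK293 stably expressing a constitutively active GLP-1R plus cAMP-responsive luciferase.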
EPAC1 antag – antagonists of human EPAC1 | 360,000 compounds, 0.14% hits | AID 720709 | Potency, µM (highest dose often 115 µM), for the others: top-dose activity change, negative = inhibition, hits mostly inhibitors | O95398 | EPAC1 GEF assay, Rap1b-BODIPY-GDP exchange fluorescence;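 note: potency is the fitted concentration of half-maximal effect; plate controls were vehicle for no effect and positive control for full effect; nearly all actives have a fitted effect of over 50% in size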
Target sequence (O95398 whole entry, looked up): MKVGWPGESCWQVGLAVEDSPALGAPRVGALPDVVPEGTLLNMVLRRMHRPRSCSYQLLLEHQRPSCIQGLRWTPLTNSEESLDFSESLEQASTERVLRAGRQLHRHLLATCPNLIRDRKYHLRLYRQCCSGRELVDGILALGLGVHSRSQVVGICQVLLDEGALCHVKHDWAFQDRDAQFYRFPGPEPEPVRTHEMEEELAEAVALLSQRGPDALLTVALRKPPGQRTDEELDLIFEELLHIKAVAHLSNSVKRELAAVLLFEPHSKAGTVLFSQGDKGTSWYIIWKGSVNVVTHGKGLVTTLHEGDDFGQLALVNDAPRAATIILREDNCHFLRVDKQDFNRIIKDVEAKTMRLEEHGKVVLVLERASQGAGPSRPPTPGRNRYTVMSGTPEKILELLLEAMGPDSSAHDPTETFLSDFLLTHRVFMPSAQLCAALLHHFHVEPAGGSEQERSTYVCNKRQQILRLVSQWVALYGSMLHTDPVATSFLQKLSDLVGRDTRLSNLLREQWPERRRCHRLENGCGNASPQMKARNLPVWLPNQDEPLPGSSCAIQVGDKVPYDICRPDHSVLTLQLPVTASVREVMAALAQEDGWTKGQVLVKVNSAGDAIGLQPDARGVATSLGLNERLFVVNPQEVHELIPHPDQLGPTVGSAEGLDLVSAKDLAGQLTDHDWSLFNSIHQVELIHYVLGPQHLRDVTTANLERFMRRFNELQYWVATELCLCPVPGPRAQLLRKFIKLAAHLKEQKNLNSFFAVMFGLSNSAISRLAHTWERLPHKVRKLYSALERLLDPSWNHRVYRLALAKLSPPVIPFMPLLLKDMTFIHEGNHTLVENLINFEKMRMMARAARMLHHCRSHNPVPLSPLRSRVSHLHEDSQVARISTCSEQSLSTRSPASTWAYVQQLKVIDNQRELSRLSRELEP
GLP-1R agonist – agonists of human GLP-1 receptor; HEK293 GLP-1R CRE-luciferase, luminescence, 4-6 h; cells express a hypersensitive GLP-1R form; Potency, µM (titrated, usually from 45.6 µM), for inactives: at the highest dose activation, usual class: activators; 380,000 compounds, 0.007% hits; AID 624172; note: potency is the fitted concentration of half-maximal effect; % of control where 0% means no effect
EPAC1 ag – EPAC1 (human) agonism | 360,000 compounds, 0.073% hits | O95398 | Potency, µM (highest dose often 154 µM), for the others: at the highest dose activation, actives largely listed as activators | EPAC1 agonist qHTS, biochemical assay; response scale: 100% = response to 6.5 mM cAMP | AID 720707; note: potency is the fitted concentration of half-maximal effect; nearly all actives have a fitted effect of over 60% in size
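Fluorescent GDP-exchange assay: 100 nM EPAC1 with 250 nM Rap1B preloaded with BODIPY-GDP and 50 uM GDP; compounds tested as concentration series, 5 min at room temperature, then read every 5 min for 30 min (ex 480/em 540 nm); normalized to 6.5 mM cAMP.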
Numbers without * were called inactive; i = inactive; ? = inconclusive; nt = no result given; & = joins results of further samples; ! = not confirmed by another sample; [ ] = remark or other dose. Unless noted, calls come from the whole dose curve; as a rule, active = well fitted curve in the direction sought with a large enough effect; inconclusive = small, poorly fitted or top-dose-only effect, or another doubt; inactive = no such curve, though single readings can be large; an effect the other way counts as inactive or inconclusive. An excerpt; rates above refer to the full screens.

SMILES	IL-2 act	PTHR1 ag	PI5P4Ka inh	GLP1R cytotox	PLK1 PBD block	GLP-1R inv ag	EPAC1 antag	GLP-1R agonist	EPAC1 ag
Nc1nc(SCC(=O)NCc2ccccc2Cl)[nH]c(=O)c1NC(=O)c1ccccc1F	0.1	-6%	10	15%	-4%	14%	?	12%	-6%
O=C(NC(=S)Nc1nc(-c2ccccc2)cs1)c1cccnc1	-1.8	-16%	-28	7%	?	1%	14%	-1%	-6%
CCOC(=O)C1CCN(S(=O)(=O)c2ccc(C(C)=O)cc2)CC1	-1.7	?	nt	5%	-7%	0%	20%	3%	6%
O=S(=O)(Nc1nc2ccccc2s1)c1cc(F)ccc1F	2.4	-22%	-3	-8%	-7%	-21%	-16%	2%	-12%
O=C(NCCc1ccccc1)c1ccc2nc(N3CCOCC3)sc2c1	-2.0	-50%[inhibitor]	8	-10%	3%	12%	-7%	21%	0%
O=C1OC(=O)c2c(Br)c(Br)c(Br)c(Br)c21	-0.2	i	0	0%	-7%	-1%	3%	2%	-7%
Cc1cccc(C)c1NC(=O)CNc1ccccc1	-2.1	8%[57.5 µM]	0	-13%	-7%	4%	6%	-9%	-2%
COc1ccc(CCN=Cc2c(C)[nH]n(-c3ccc([N+](=O)[O-])cc3)c2=O)cc1OC	-3.0	i	-3	5%	2%	0%	-9%	-7%	-6%
Cc1cccc(NC(=O)CNC(=O)c2ccc(-n3cncn3)c([N+](=O)[O-])c2)c1C	1.2	i	-5	5%	2%	15%	-18%	12%	-6%
COc1ccccc1NS(=O)(=O)CC12CCC(CC1=O)C2(C)C (configuration not stated)	-0.3	-15%[57.5 µM]	nt	-2%	0%	5%	1%	4%	-1%
COc1ccc(C(=O)O)cc1S(=O)(=O)N(C)CCc1ccccn1	-4.1	i	-6	1%	-6%	10%	-6%	-2%	5%
Cn1c(=O)c2c(ncn2CC(=O)NC(C)(C)C)n(C)c1=O	-1.4	i	nt	1%	-4%	-3%	-5%	1%	2%
CC(=O)C1=C(C)N(CC2CC2)C(=O)N[C@H]1c1ccc(Br)cc1	-0.1	-47%[inhibitor]	-1	2%	-1%	1%	-12%	6%	-15%
O=C(NCc1ccccc1)c1cc(C2CCCN(C(=O)CCCc3ccccc3)C2)on1 (configuration not stated)	-0.7	-5%	0	5%	-10%	-7%	-5%	-4%	7%
O=C(CSc1ncccc1-c1nc2ccccc2[nH]1)N1CCN(c2ccccc2F)CC1	0.0	-4%[57.5 µM]	nt	-4%	-11%	1%	-10%	1%	0%
Cc1cc(C)nc(NS(=O)(=O)c2ccc(NC(=O)Cc3ccccc3F)cc2)n1	3.9	-18%	-12	8%	-3%	16%	-8%	7%	-4%
COc1ccc(N2CCN(C(=O)CCC(=O)N3CC(C)Oc4ccccc43)CC2)cc1 (configuration not stated)	-2.2	-23%	-2	-2%	-15%	?	?	3%	-6%
O=C(c1ccccc1)N1CCCC(c2ccc(Cl)cc2)=N1	-2.2	i	nt	19%	-7%	-8%	-7%	?	?
CCCCn1c(SCC(=O)Nc2cc(NC(=O)c3ccco3)ccc2C)nc2ccccc2c1=O	-0.9	i	nt	?	-5%	-46%	-17%	14%	3%
COc1ccc(N(C(=O)C2COc3ccccc3O2)C(C(=O)NC2CCCCC2)c2ccccc2)cc1OC (configuration not stated)	-0.6	i	-1	-4%	-14%	?	-3%	-1%	14%
CCn1c(SCC(=O)NNC(=S)Nc2ccccc2)nnc1-c1ccc(Cl)cc1	-0.2	i	-3	-11%	7%	0%	-6%	-17%	-6%
COC(=O)N/N=C(\C)c1ccc(Br)cc1	-0.6	i	9	-19%	-11%	7%	-2%	35%	2%
CCCN1C(=O)C(NC(C)=O)c2cc(OC)ccc21 (configuration not stated)	-0.2	-5%[57.5 µM]	-5	-4%	-10%	-8%	5%	0%	-3%
CC(=O)c1ccc(NC(=O)Cn2cnc(S(=O)(=O)N3CCCC3)c2)cc1	0.6	i	-4	-3%	-8%	14%	-17%	-3%	6%
Cc1ccc(S(=O)(=O)N2CCN(C(=O)c3cc4c(C)nn(-c5ccccc5)c4s3)CC2)cc1	-2.9	i	nt	0%	-7%	-4%	-3%	-12%	12%
Cc1ccc(-c2cnc(C(O)c3cccc(Cl)c3)[nH]2)cc1 (configuration not stated)	-0.7	i	-3	0%	6%	?	-14%	11%	-4%
C/C(Cl)=C\Cn1c(=O)c2c(nc3n2CCS3)n(C)c1=O	-0.4	i	0	-1%	-2%	18%	4%	-1%	4%
COc1ccc(Cl)cc1S(=O)(=O)N1CCCC(C(=O)NCC(N)=O)C1 (configuration not stated)	-3.0	i	3	-20%	4%	0%	10%	-1%	2%
CCn1ncc(N(C)N)c(Cl)c1=O	0.2	i	1	3%	-7%	6%	-7%	2%	9%
CCC(=O)Nc1ccc2oc(-c3cccnc3)nc2c1	-0.1	i	-5	-1%	-2%	74%[activator]	-9%	9%	9%
COc1ccc(NC(=O)CS(=O)c2cccc(Cl)c2)cc1 (configuration not stated)	-0.9	-16%	-7	-9%	2%	-7%	-6%	1%	-10%
Cc1ccc([C@H]2C[C@H](O)[C@@H](n3cc(C4CC4)nn3)CN2CC2CCCCC2)cc1	-3.4	-17%	13	0%	-6%	?	-7%	-2%	-16%
O=C(Nc1nnc(C(F)(F)F)s1)c1ccc(Br)s1	-2.8	-42%[inhibitor]	0	?	0%	-18%	?	-3%	-1%
Cc1ccc(C(=O)n2nc(C)c(S(=O)(=O)N3CCCCCC3)c2C)cc1C	nt	-16%	nt	2%	nt	16%	nt	-2%	nt
Cc1cc(Cc2ccc([N+](=O)[O-])cc2)c(C)cn1	-0.4	-25%	1	10%	-6%	13%	-7%	3%	-1%
O=C(NCC(c1cccnc1)N1CCN(c2ccccc2F)CC1)c1ccccc1 (configuration not stated)	2.6	-21%	-3	4%	-5%	-7%	-7%	-1%	-6%
CCOc1cc(/C=C2/SC(=O)N(CC(=O)N3CCc4ccccc4C3)C2=O)ccc1OCC(=O)O	-0.3	i	-3	13%	-11%	-27%	-10%	-7%	0%
COc1ccc(NC(=S)N2CCN(C(=O)c3ccco3)CC2)cc1OC	-1.3	-22%	-14	0%	-9%	2%	3%	-2%	-1%
COc1ccc(OC)c(Nc2nc3nonc3nc2N2CCCCC2)c1	3.8	i	-4	5%	1%	8%	-4%	-9%	-5%
CCSc1nnc(NC(=O)c2cccc3ccccc23)s1	-0.7	-6%	-1	-4%	-2%	-19%	-4%	-1%	-5%
CCN(C[C@H]1N[C@@](Cc2ccccc2)(C(=O)OC)[C@H]2C(=O)N(C)C(=O)[C@@H]12)C(=O)Nc1ccc(Cl)cc1	-0.4	-7%	0	-7%	-8%	-14%	5%	8%	-19%
CN(CC(=O)Nc1ccccc1Cl)C(=O)CSc1nncn1C	-0.7	i	4	-4%	-10%	3%	8%	-8%	4%
N#CC(=C=[N-])c1nc2ccccc2nc1-[n+]1ccccc1	-3.5&-4.0	0%	-7&-6	?	27µM*!	7%&7%	-16%&-17%	1%&-9%	0%&-9%
O=C(C=Cc1ccco1)c1cc(Cl)ccc1O	-2.2	-30%[inhibitor]	10	?	-14%	?	-9%	-9%	14%
Cc1ccc(NC(=O)c2cc(S(=O)(=O)N3CCOCC3)c(Br)s2)cc1	-0.2	-30%	-8	3%	-17%	?	-19%	0%	25%
CNC(=O)COC(=O)c1cc(-c2ccc(OC)cc2)nc2ccccc12	-3.5	i	3	-9%	-5%	-10%	-2%	16%	-4%
O=C(NCc1cccc(F)c1)C1CCC(=O)N(CC2CCCCC2)C1 (configuration not stated)	1.2	i	-3	-2%	-10%	-6%	0%	-7%	1%
CC1(C(=O)Nc2ccc3c(c2)OCO3)CCN1Cc1csc2ccccc12 (configuration not stated)	-0.8	-16%	18	3%	-3%	?	5%	-1%	-3%
CCCN(CCO)Cc1ccc2ccccc2c1	-1.1	4%	nt	19%	-7%	-7%	1%	10%	7%
C[C@@H]1CCCCO[C@H](CN(C)Cc2ccc3c(c2)OCO3)[C@@H](C)CN([C@H](C)CO)C(=O)c2cc(NC(=O)c3ccccc3)ccc2O1	4.4	-9%	-1	1%	-6%	?	-9%	-8%	18%
C[C@H](NC(=O)OC(C)(C)C)c1nnc(SCC(=O)c2ccc(Cl)cc2)o1	1.2	-23%	0	3%	-16%	?	-15%	-10%	8%

Part of the list above, as labelled records.
SMILES: O=C(NCCc1ccccc1)c1ccc2nc(N3CCOCC3)sc2c1
  IL-2 act = -2.0
  PTHR1 ag = -50%[inhibitor]
  PI5P4Ka inh = 8
  GLP1R cytotox = -10%
  PLK1 PBD block = 3%
  GLP-1R inv ag = 12%
  EPAC1 antag = -7%
  GLP-1R agonist = 21%
  EPAC1 ag = 0%

SMILES: O=C1OC(=O)c2c(Br)c(Br)c(Br)c(Br)c21
  IL-2 act = -0.2
  PTHR1 ag = i
  PI5P4Ka inh = 0
  GLP1R cytotox = 0%
  PLK1 PBD block = -7%
  GLP-1R inv ag = -1%
  EPAC1 antag = 3%
  GLP-1R agonist = 2%
  EPAC1 ag = -7%

SMILES: Cc1cccc(C)c1NC(=O)CNc1ccccc1
  IL-2 act = -2.1
  PTHR1 ag = 8%[57.5 µM]
  PI5P4Ka inh = 0
  GLP1R cytotox = -13%
  PLK1 PBD block = -7%
  GLP-1R inv ag = 4%
  EPAC1 antag = 6%
  GLP-1R agonist = -9%
  EPAC1 ag = -2%

SMILES: COc1ccc(CCN=Cc2c(C)[nH]n(-c3ccc([N+](=O)[O-])cc3)c2=O)cc1OC
  IL-2 act = -3.0
  PTHR1 ag = i
  PI5P4Ka inh = -3
  GLP1R cytotox = 5%
  PLK1 PBD block = 2%
  GLP-1R inv ag = 0%
  EPAC1 antag = -9%
  GLP-1R agonist = -7%
  EPAC1 ag = -6%

Screens as filed in PubChem.
